Screening data as filed in PubChem BioAssay.
HEK293 tox: cytotoxic compounds in HEK 293 cells | HEK 293 viability, ATP luminescence (CellTiter-Glo), 48-72 h | Potency, µM (titrated, usually from 115 µM), for inactives: top-dose activity change, negative = cytotoxicity, usual class: inhibitors | hit rate 6.6% among 94,000; further: potency means the concentration at half of the fitted maximal effect; nearly all actives have a fitted effect of over 60% in size
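qHTS cytotoxicity; HEK 293, 250 cells/well; compound pinned; 48 or 72 hr, 37 degree Celsius, 5% CO2, 95% humidity; CellTiter-Glo, 10 min RT; luminescence (ATP).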
SNCA viab count: counter-screen for SNCA expression inhibitors: cell viability; HEK-293-SNCA-luc viability, GF-AFC fluorescence, 24 h; Potency, µM (series often up to 57.1 µM), for the others: top-dose activity change, negative = cytotoxicity, most hits filed as cytotoxic; hit rate 0.12% among 150,000; AID 1671193;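 further: potency means the concentration at half of the fitted maximal effect; 0% = DMSO-treated cells and -100% = medium-only wells without cells; nearly all actives have a fitted effect of over 30% in size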
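Cytotoxicity counterscreen: after 24 h compound treatment of genome-edited SNCA-luciferase HEK-293 cells, live-cell protease substrate GF-AFC read by fluorescence after 30 min; activity scaled between DMSO (0%) and medium-only (-100%), curves Hill-fitted.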
Luciferase inh: inhibitors of firefly (Photinus pyralis) luciferase; P08659; purified P. pyralis luciferase, luminescence, biochemical; Potency, µM (top dose mostly 115 µM), for the others: top-dose activity change, negative = inhibition, hits mostly inhibitors; hit rate 2.5% among 76,000; further: potency means the concentration at half of the fitted maximal effect; nearly all actives have a fitted effect of over 65% in size
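Purified P. pyralis luciferase (10nM final) in 50mM Tris acetate pH 7.5, 10mM Mg acetate, 0.01% Tween-20, 0.05% BSA with 10uM D-luciferin and 10uM ATP. Compounds titrated qHTS. Luminescence imaged on CCD.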
GPT2 inh: blocks human glutamate pyruvate transaminase 2; hit rate 0.25% among 100,000; Q8TD30; Recombinant GPT2, coupled pyruvate oxidase/HRP Amplex Red fluorescence; Potency, µM (highest dose often 57.7 µM), for inactives: at the highest dose activity change, negative = inhibition, hits mostly inhibitors; further: potency means the concentration at half of the fitted maximal effect; nearly all actives have a fitted effect of over 60% in size; many of its hits are not listed in these tables
Target sequence (Q8TD30 whole entry, looked up): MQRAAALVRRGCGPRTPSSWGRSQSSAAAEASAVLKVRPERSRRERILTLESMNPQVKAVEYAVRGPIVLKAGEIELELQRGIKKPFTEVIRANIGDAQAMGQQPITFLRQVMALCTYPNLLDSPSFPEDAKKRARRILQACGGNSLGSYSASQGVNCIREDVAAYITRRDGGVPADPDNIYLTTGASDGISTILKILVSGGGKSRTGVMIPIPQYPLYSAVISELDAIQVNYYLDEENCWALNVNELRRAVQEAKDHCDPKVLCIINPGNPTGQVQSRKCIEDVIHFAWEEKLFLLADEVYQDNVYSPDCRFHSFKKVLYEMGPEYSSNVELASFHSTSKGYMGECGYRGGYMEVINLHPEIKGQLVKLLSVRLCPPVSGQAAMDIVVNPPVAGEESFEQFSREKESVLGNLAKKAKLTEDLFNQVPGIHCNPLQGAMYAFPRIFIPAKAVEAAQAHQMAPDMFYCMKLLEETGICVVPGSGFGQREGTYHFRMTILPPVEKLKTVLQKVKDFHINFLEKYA
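Fluorescence of coupled pyruvate oxidase/HRP/Amplex Red system (50uM Amplex, 30 min, dark) reports pyruvate formed by GPT2. Enzyme reaction: 10ng/uL GPT2, 2mM L-alanine, 250uM a-KG, 30 min room temperature, pH 7.5; 50uM AOA control.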
SNCA expr inh: reduces expression of the alpha-synuclein gene; hit rate 0.17% among 140,000; Potency, µM (highest dose often 57.2 µM), inactives show top-dose activity change, negative = inhibition, most hits filed as inhibitors; HEK-293 SNCA-luciferase knock-in, luminescence, 24 h; AID 1671194;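 further: potency means the concentration at half of the fitted maximal effect; plate controls were DMSO cells for no effect and cell-free wells for full effect; nearly all actives have a fitted effect of over 45% in size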
3T3 cytotox: kills NIH 3T3 cells | NIH 3T3 viability, CellTiter-Glo ATP luminescence, 48-72 h | Potency, µM (series often up to 96.7 µM), inactives show top-dose activity change, negative = cytotoxicity, most hits filed as inhibitors | hit rate 4.3% among 94,000 | AID 1345082; further: potency means the concentration at half of the fitted maximal effect; nearly all actives have a fitted effect of over 55% in size
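ATP-dependent luminescence (CellTiter-Glo) served as the viability signal for NIH 3T3 cells treated with compound for 48 or 72 hr at 37 °C.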
IP6K1 inh: blocks human inositol hexakisphosphate kinase 1; Q92551; IP6K1 kinase, ADP-Glo luminescence, 2 h; hits give low values; activity change, % (series mostly up to about 58 µM); hit rate 0.81% among 140,000; AID 1645851; in the data active means activity change below about -25%
Target sequence (Q92551 whole entry, looked up): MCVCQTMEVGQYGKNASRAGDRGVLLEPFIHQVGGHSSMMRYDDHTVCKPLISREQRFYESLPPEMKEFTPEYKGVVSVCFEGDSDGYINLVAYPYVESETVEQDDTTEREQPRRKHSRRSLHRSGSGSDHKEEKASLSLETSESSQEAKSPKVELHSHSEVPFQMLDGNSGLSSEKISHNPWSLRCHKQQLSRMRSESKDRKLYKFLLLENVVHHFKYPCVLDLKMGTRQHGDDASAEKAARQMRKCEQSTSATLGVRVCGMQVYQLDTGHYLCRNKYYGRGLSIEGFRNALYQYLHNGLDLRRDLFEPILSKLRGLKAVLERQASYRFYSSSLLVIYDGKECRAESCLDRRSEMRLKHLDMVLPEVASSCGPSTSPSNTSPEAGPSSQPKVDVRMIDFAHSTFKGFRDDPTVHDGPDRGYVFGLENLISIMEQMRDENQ
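ADP-Glo luminescence measures ADP made by human IP6K1 during a 2 h RT reaction with ATP/IP6 (mix at 1.3 mM/130 uM); top library doses 57.5 and 19.1 uM final.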
* marks the source's active call; other numbers are inactive results; i = inactive; ? = inconclusive; / = no result given; & = joins results of further samples; ! = not confirmed by another sample; [ ] = another dose, or the depositor's remark. Unless noted, the call rests on the fitted dose curve; in most records, active means well fitted curve in the direction sought with a large enough effect; inconclusive means small, poorly fitted or top-dose-only effect, or another doubt; inactive means no such curve, though single readings can be large; an effect the other way counts as inactive or inconclusive. Unless noted, on the % scale 0 is the no-effect control and ±100 the full control effect. Only part of the results is shown; rates above refer to the full screens.

SMILES	HEK293 tox	SNCA viab count	Luciferase inh	GPT2 inh	SNCA expr inh	3T3 cytotox	IP6K1 inh
CC(CC(C#N)(c1ccccc1)C(C)C)N(C)C (stereo not drawn)	/	5%[23.9 µM]	/	2%	2%[25.6 µM]	/	11
NC(N)=NC(=O)c1cnn(-c2cccc3ncccc23)c1C1CC1	/	-10%	/	5%	/	/	-3
Cn1c2ccc(F)cc2c2c(C(=O)N3CCCC3)cn(-c3ccccc3)c(=O)c21	/	-36%	/	i	/	/	-5
O=C(CCN1CCC(c2ccccc2)C1)c1ccc2c(c1)OCCO2 (stereo not drawn)	/	0%[23.9 µM]	/	i	11%[25.6 µM]	/	2
O=C(O)c1ccc(S(=O)(=O)N(Cc2ccc(OC(F)(F)F)cc2)c2ncc(C(F)(F)F)cc2Cl)cc1	/	8%	/	i	/	/	-15
CC=CC(=O)N(CC)c1ccccc1C	/	4%	/	-5%	-7%	/	/
CCOCCCNC(=O)C(=O)Nc1c2c(nn1-c1ccc(OC)cc1)CSC2	/	-3%	/	/	16%	/	-7
COc1ccc(/C=C/C(=O)Nc2ccccc2C(=O)O)cc1OC	/	2%&2%	/	-21%	1.6µM*	/	8
c1cc(NCCc2c[nH]c3ccccc23)cc(Nc2ccncc2)c1	/	?	/	?	/	/	-34*
O=C1CCCCC(Cc2ccccc2)(C(=O)NCc2ccc(Cl)cc2)N1 (stereo not drawn)	?	1%	3%	?	-6%	-17%	9
CCOC(=O)c1ccc(OCCN2C[C@H](O)[C@@H](O)[C@H](O)[C@H]2CO)cc1	/	-4%	/	-8%	1%[25.6 µM]	/	27
COC(C(=O)N1Cc2[nH]nc(NC(=O)c3ccc(N4CCN(C)CC4)cc3)c2C1)c1ccccc1 (stereo not drawn)	/	-19%	/	i	/	/	-8
Nc1nc(OCc2cc(Br)cs2)c2[nH]cnc2n1	/	-9%	/	i	/	/	-23
C/C(=C1\CCOC(=O)S1)N(C=O)Cc1cnc(C)nc1N	/	56%[23.9 µM]	/	-22%	-22%[25.6 µM]	/	-11
NC(=O)N[C@@H](CCC(=O)O)C(=O)O	/	5%[23.9 µM]	/	1%	14%[25.6 µM]	/	14
Nc1nc2c(cnn2CCCc2ccc(O)cc2)c2nc(-c3ccco3)nn12	/	-18%	/	-3%	/	/	10
COC(=O)c1ccc(O)cc1	/	-2%[23.9 µM]	/	3%	-24%[25.6 µM]	/	-1
COc1ccc(-n2nc(C(N)=O)c3c2C(=O)N(c2ccc(N4CCCCC4=O)cc2)CC3)cc1	/	-13%&-13%	/	-16%	7%	/	11
O=S(=O)(c1cccc2ccccc12)n1ccc2ccc(N3CCN4CCCC4C3)cc21 (stereo not drawn)	/	4%	/	i	/	/	1
CC12CCC(CC1)C(C)(C)O2	/	6%[23.9 µM]	/	4%	-20%[25.6 µM]	/	0
CCc1nnc(NC(=O)CSc2nc3c([nH]c4ccccc43)c(=O)n2-c2ccc(OC)cc2)s1	/	4%	/	/	-12%	/	6
Cc1nc(NC(=O)N2CCC[C@@H]2C(N)=O)sc1-c1ccnc(C(C)(C)C(F)(F)F)c1	/	-21%	/	1%	-19%	/	/
CCCCC1CCN(CCCN2C(=O)CCc3ccccc32)CC1	/	-10%	/	?	/	/	-13
CN1CCN(C(c2ccccc2)c2ccccc2)CC1	/	-4%	/	i	-47%[25.6 µM]	/	30&2
CN1CCN(CCC(=O)N2c3ccccc3Sc3ccc(C(F)(F)F)cc32)CC1	/	-17%[23.9 µM]	/	4%	-20%[25.6 µM]	/	1
SMILES	HEK293 tox	SNCA viab count	Luciferase inh	GPT2 inh	SNCA expr inh	3T3 cytotox	IP6K1 inh
CC1COc2c(N3CCN(C)CC3)c(F)cc3c(=O)c(C(=O)O)cn1c23 (stereo not drawn)	/	7%	/	4%	2%	/	6
Cc1cc(Nc2cc(N3CCN(C)CC3)nc(Sc3ccc(NC(=O)C4CC4)cc3)n2)n[nH]1	/	-12%&-23%	/	27µM*!	30%[activator]	/	8
NS(=O)(=O)c1ccc(NC2=CC(=O)c3ccccc3C2=O)cc1	/	-11%	/	-13%	10%	/	/
CC(=O)c1ccc(S(=O)(=O)NC(=O)NC2CCCCC2)cc1	/	-24%	/	?	1%	/	6
CN(C(=O)CCCOc1ccc2[nH]c(=O)ccc2c1)C1CCCCC1	/	?	/	i	0%	/	-7
O=C(CC1N=C2c3ccccc3N=C(SCc3ccc(F)cc3)N2C1=O)NC1CCCCC1 (stereo not drawn)	/	10%	/	/	13%	/	17
CCC[C@H](N[C@@H](C)C(=O)N1[C@@H]2CCCC[C@H]2C[C@H]1C(=O)O)C(=O)OCC	/	-17%	/	5%	16%	/	/
CCOc1ccc(NC(=O)Cn2cc(C(=O)c3ccco3)c3ccccc32)cc1	/	?	/	/	9%	/	-7
Nc1nc(=O)n([C@@H]2O[C@H](CO)[C@@H](O)[C@@H]2F)cc1I	/	-18%[23.9 µM]	/	i	1%[25.6 µM]	/	-16
Cn1cc(-c2ccc3c(c2)CCN3C(=O)Cc2cccc(C(F)(F)F)c2)c2c(N)ncnc21	/	-27%	/	2%	/	/	3
COc1ccc(-n2ccn(CC(=O)Nc3ccc(C)c(C)c3)c(=O)c2=O)cc1OC	/	1%	/	/	34%[activator]	/	-11
COc1c(Cl)cc2c([nH]c3cnccc32)c1NC(=O)c1cccnc1C	/	2%&3%	/	3%	5%	/	-9
CNC(=O)c1cnn(-c2nc(N)c3ncn([C@@H]4O[C@H](CO)[C@@H](O)[C@H]4O)c3n2)c1	/	-1%[23.9 µM]	/	i	55%[25.6 µM]	/	17
N#Cc1ccc(C(=O)N2CCC3(CC2)N=C(N)c2c(F)ccc(F)c2N3)cn1	/	-29%	/	?	/	/	-8
CC(=O)Nc1ccc(C(=O)O)cc1	/	5%[23.9 µM]	/	2%	-2%[25.6 µM]	/	17
COCCCOc1cc(C[C@@H](C[C@H](N)[C@@H](O)C[C@H](C(=O)NCC(C)(C)C(N)=O)C(C)C)C(C)C)ccc1OC	/	-3%	/	3%	-1%	/	-7
CCOC(=O)N1CCc2c(sc3c2c(=O)n(Cc2ccccc2)c(=O)n3CC(=O)Nc2ccc(F)cc2)C1	/	10%	/	/	-29%	/	18
Cn1c(=O)cc(N2CCCC(N)C2)n(Cc2ccccc2C#N)c1=O (stereo not drawn)	/	-13%	/	-2%	/	/	-2
OC(C#CCN1CCCC1)(c1ccccc1)c1ccccc1	/	14%[23.9 µM]	/	1%	-39%[25.6 µM]	/	-5
N[C@@H](CC(=O)Nc1ccc(Oc2cc(F)c(F)cc2Br)cc1)C(=O)O	/	8%	/	i	/	/	-9
CCN(CC)CCn1c(=O)c(Cc2ccc(OC)cc2)nc2ccccc21	/	-3%&0%	/	i	17%&8%	/	/
COc1ccc(-n2nc(CCC(=O)N(C)O)cc2-c2ccc(Cl)cc2)cc1	/	-29%[23.9 µM]	/	-4%	-34%[25.6 µM]	/	26
Cc1cc(-c2ccccc2)nnc1NCCN1CCOCC1	/	41%[23.9 µM]	/	i	14%[25.6 µM]	/	3
COc1ccc([C@@H]2N[C@H](C(=O)O)Cc3c2[nH]c2ccccc32)cc1CN1CCN(c2ccccc2F)CC1	/	-12%	/	i	/	/	-1
Cc1ccc(C(=O)Oc2ccc(C(O)CNC(C)(C)C)cc2OC(=O)c2ccc(C)cc2)cc1 (stereo not drawn)	/	11%[23.9 µM]	/	?	-24%[25.6 µM]	/	15
SMILES	HEK293 tox	SNCA viab count	Luciferase inh	GPT2 inh	SNCA expr inh	3T3 cytotox	IP6K1 inh
CCC(=O)N(C1CCOCC1)C1CCN(Cc2ccc(C)cc2C)CC1	-7%	0%	3%	i	-16%	-8%	-6
COCC(=O)NCC=Cc1ccc2ncnc(Nc3ccc(Oc4ccc(C)nc4)c(C)c3)c2c1	/	-29%	/	-7%	-28%	/	/
Cc1cc(Nc2cc(N3CCN(C)CC3)nc(C=Cc3ccccc3)n2)n[nH]1	/	?	/	i	-3%[87.6 µM]	/	/
O=C(O)c1ccc[n+]([O-])c1	/	-2%[23.9 µM]	/	i	34%[25.6 µM]	/	22
NC(=O)c1cn(Cc2c(F)cccc2F)nn1	/	12%	/	-10%&3%	?	/	6
CCOC(=O)C(=O)CCc1ccccc1	/	3%[23.9 µM]	/	-4%	-34%[25.6 µM]	/	12
C[C@@H]1O[C@@H](O[C@H]2[C@H](O[C@H]3[C@H](O[C@H]4CC[C@@]5(C)C(CC[C@]6(C)C5CC=C5[C@@H]7CC(C)(C)C[C@@H](O)[C@]7(C)CC[C@]56C)[C@@]4(C)CO)O[C@H](C(=O)O)[C@@H](O)[C@@H]3O)O[C@H](C(=O)O)[C@H](O)[C@@H]2O)[C@H](O)[C@H](O)[C@H]1O (stereo partly drawn)	/	-9%[12.5 µM]	/	i	/	/	6
CC(C)c1cc(CNc2nc(Nc3cc(C4CC4)[nH]n3)cc(N3CCN(C)CC3)n2)on1	/	-34%	/	?	/	/	-8

Another view of part of the listing above.
The line under a structure holds: HEK293 tox, SNCA viab count, Luciferase inh, GPT2 inh, SNCA expr inh, 3T3 cytotox, IP6K1 inh
- NC(=O)c1cn(Cc2c(F)cccc2F)nn1
→ /, 12%, /, -10%&3%, ?, /, 6
- C[C@@H]1O[C@@H](O[C@H]2[C@H](O[C@H]3[C@H](O[C@H]4CC[C@@]5(C)C(CC[C@]6(C)C5CC=C5[C@@H]7CC(C)(C)C[C@@H](O)[C@]7(C)CC[C@]56C)[C@@]4(C)CO)O[C@H](C(=O)O)[C@@H](O)[C@@H]3O)O[C@H](C(=O)O)[C@H](O)[C@@H]2O)[C@H](O)[C@H](O)[C@H]1O (stereo partly drawn)
→ /, -9%[12.5 µM], /, i, /, /, 6
- CC(C)c1cc(CNc2nc(Nc3cc(C4CC4)[nH]n3)cc(N3CCN(C)CC3)n2)on1
→ /, -34%, /, ?, /, /, -8
- Cc1cc(Nc2cc(N3CCN(C)CC3)nc(C=Cc3ccccc3)n2)n[nH]1
→ /, ?, /, i, -3%[87.6 µM], /, /
- CCOC(=O)C(=O)CCc1ccccc1
→ /, 3%[23.9 µM], /, -4%, -34%[25.6 µM], /, 12

Random excerpt: 2 compounds from above, in no set order.
SMILES	HEK293 tox	SNCA viab count	Luciferase inh	GPT2 inh	SNCA expr inh	3T3 cytotox	IP6K1 inh
CC(C)c1cc(CNc2nc(Nc3cc(C4CC4)[nH]n3)cc(N3CCN(C)CC3)n2)on1	/	-34%	/	?	/	/	-8
NC(=O)c1cn(Cc2c(F)cccc2F)nn1	/	12%	/	-10%&3%	?	/	6
